CHO-K1 Ca antag: counter-screen for M1 antagonists: effect in parental CHO-K1 cells; AID 602250; inhibition, % at 3 µM; ATP-induced calcium, Fluo-8 fluorescence; hit rate 0.6% among 360,000;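 active means inhibition above a per-plate cutoff, the plate's mean sample inhibition plus 3 SD, cut at about 24% in these data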;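 further: 0% = DMSO plus EC80 ATP and 100% = DMSO alone without ATP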
OXTR potentiate: human OXTR potentiators, primary screen, fluorescence, CHO-OTR cells, Fluo-8 calcium; Oxytocin receptor (Homo sapiens), P30559; Fluo-8 calcium fluorescence, potentiator mode; 0% = oxytocin EC15, 100% = EC100; activation, % at 3 µM; hit rate 0.061% among 320,000;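 active means activation above that plate's cutoff, the mean activation of tested compounds plus 3 SD, cut at about 6.6% in these data, passing the limit was not always enough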;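 further: 100% uses oxytocin at 75 nM as the full agonist control; some results filed as inactive read as strong as hits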
Target sequence (P30559 whole entry, looked up): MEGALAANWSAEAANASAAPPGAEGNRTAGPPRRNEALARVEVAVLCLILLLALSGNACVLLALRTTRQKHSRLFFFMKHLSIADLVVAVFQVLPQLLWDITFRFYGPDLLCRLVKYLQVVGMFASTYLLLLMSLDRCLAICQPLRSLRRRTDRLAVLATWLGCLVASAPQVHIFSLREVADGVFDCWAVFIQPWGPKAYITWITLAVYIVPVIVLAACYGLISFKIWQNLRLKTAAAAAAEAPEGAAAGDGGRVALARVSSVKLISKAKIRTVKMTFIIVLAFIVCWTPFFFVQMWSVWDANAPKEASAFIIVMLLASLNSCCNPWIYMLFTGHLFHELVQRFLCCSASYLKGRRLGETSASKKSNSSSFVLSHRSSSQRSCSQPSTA
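test system = CHO-OTR cells, human receptor | compound = single-point 3.0 µM | schedule = 6 min compound pre-incubation at room temperature, 100 s kinetic read | signal = Fluo-8 no-wash calcium dye fluorescence, excitation 470-495 nm, emission 515-575 nm | repeats = single well per compound, singlicate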
TAAR1 antag: human TAAR1 antagonists, primary screen, Fluo-8 calcium fluorescence, CHO RD-HGA16 cells | Trace amine-associated receptor 1 (Homo sapiens), Q96RJ0 | antagonist | inhibition, % at 3 µM | hit rate 1.5% among 360,000;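 active means inhibition above a per-plate cutoff, the mean inhibition of test compounds on that plate plus 3 SD, cut at about 49% in these data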;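 further: 0% = DMSO plus EC80 beta-PEA response and 100% = DMSO alone without agonist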
Target sequence (Q96RJ0 whole entry, looked up): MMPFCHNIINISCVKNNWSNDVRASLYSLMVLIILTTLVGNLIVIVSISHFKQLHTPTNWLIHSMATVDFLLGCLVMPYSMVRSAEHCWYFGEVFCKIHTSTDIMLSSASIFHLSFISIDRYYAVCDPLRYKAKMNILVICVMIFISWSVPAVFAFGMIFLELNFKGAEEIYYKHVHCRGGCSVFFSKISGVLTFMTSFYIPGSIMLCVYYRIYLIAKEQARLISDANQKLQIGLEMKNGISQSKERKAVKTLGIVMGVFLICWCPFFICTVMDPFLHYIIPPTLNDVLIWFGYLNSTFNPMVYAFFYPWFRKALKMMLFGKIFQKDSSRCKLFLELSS
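Assay system: RD-HGA16 CHO cells with stable hTAAR1 and Gα16 / Reagent: EC80 β-phenethylamine stimulus / Doses: 3 µM, single point / Timing: dye loading 75 min at 37 °C, then 30 min room temperature / Measured by: Fluo-8 intracellular calcium dye fluorescence, real-time kinetic reads / Controls: vehicle wells and EC80 agonist wells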
V1aR counter: agonists of human V1a receptor, primary screen, counter-screen for OXTR agonist project, fluorescence, CHO-V1R cells | Vasopressin V1a receptor (Homo sapiens), P37288 | activation, % at 3 µM | AID 2797, 2010 | Fluo-8 calcium fluorescence, agonist mode; 0% DMSO, 100% 3 nM vasopressin | hit rate 0.25% among 320,000;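 active means activation above the mean activation of all tested compounds plus 3 SD, per screening run, cut at about 20% in these data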;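 further: signal is peak over basal fluorescence ratio across a 100 second FLIPR read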
GPR7 antagonist: GPR7 receptor antagonists, primary screen, cell-based, fluorescence, single concentration; inhibition, % at 4.4 µM; hit rate 1.1% among 290,000; Neuropeptides B/W receptor type 1 (Homo sapiens), P48145; GPR7-expressing cells, fluorescence antagonist assay; in the data active means inhibition above about 16%, passing the limit was not always enough;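 further: cells stimulated with the agonist NPW; 0% = agonist with vehicle and 100% = vehicle without agonist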
Target sequence (P48145 whole entry, looked up): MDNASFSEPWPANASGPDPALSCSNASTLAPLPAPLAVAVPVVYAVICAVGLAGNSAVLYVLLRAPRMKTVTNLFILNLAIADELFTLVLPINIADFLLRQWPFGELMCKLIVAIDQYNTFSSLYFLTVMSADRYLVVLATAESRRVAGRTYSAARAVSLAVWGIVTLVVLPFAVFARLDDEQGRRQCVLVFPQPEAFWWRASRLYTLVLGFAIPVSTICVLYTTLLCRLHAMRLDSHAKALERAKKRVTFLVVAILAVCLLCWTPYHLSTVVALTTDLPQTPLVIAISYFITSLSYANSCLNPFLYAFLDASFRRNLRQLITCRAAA
CHO-K1 Ca ag: counter-screen for M1 agonists: effect in parental CHO-K1 cells. Fluo-8 calcium fluorescence; scaled to maximal ATP response, vehicle zero. activation, % at 3 µM. hit rate 0.48% among 360,000. AID 602248, 2012; in the data active means activation above about 15%;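 further: untransfected CHO-K1 host cells lacking M1 receptor as counterscreen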
OXTR ag: human OXTR agonists, primary screen, fluorescence, CHO-OTR cells, Fluo-8 calcium; Fluo-8 calcium fluorescence; normalized: DMSO 0%, oxytocin 100%; activation, % at 3 µM; hit rate 0.32% among 320,000;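 active means activation above the mean of all tested compounds plus 3 SD, cutoff set per screening run, cut at about 20% in these data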;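 further: peak over basal fluorescence ratio from a 100 s FLIPR kinetic read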
CHO parental Ca: ATP-evoked calcium signal inhibitors, parental CHO, primary screen, counter-screen for OX1R antagonist project, cell-based, fluorescence, Fluo-8 calcium dye | parental CHO-K1, ATP-induced calcium, Fluo-8 fluorescence | AID 463079, 2010 | inhibition, % at 5.6 µM | hit rate 0.63% among 330,000;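 active means inhibition above that plate's mean sample inhibition plus 3 SD, cut at about 26% in these data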;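 further: 0% = ATP-challenged DMSO wells and 100% = DMSO wells without ATP; some compounds past the cut are filed as inactive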
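Material: parental CHO cells / Compound: single nominal dose of 5.6 µM per compound / Signal: Fluo-8 fluorescence / Replicates: singlicate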
M1 PAM parental: nonselective calcium activators in parental CHO-K1 cells, primary screen, counter-screen for M1 PAM project, cell-based, Fluo-8 calcium fluorescence, full deck, 1536-well | ATP EC20; 0% at ATP EC20, 100% at ATP max | activation, % at 3 µM | hit rate 0.02% among 360,000 | AID 602247, 2012;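 active means activation above the run cutoff, the mean activation of all test compounds plus 3 SD, cut at about 40% in these data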;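 further: peak over basal fluorescence ratio in a 140 s read after ATP addition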
An asterisk follows results filed as active; x = no result given.

The line under a structure holds: CHO-K1 Ca antag, OXTR potentiate, TAAR1 antag, V1aR counter, GPR7 antagonist, CHO-K1 Ca ag, OXTR ag, CHO parental Ca, M1 PAM parental
> CC(C)(C)c1ccc(N/N=C(\C#N)S(=O)(=O)C(C)(C)C)cc1
 : 13, -11, 18, 7.3, -7, 8.5, 5.3, 7, 8
> COc1ccc(NC(=O)N2CCC(Cc3ccccc3)CC2)cc1
 : -8, -6, 10, 2.3, 0, 3.3, 1.1, -19, 6
> Cc1nnc(NC(=O)c2ccccc2Oc2ccccc2)s1
 : 3, -1, 12, 0.3, -11, 0.1, -1.3, -25, -16
> CCn1c(SCC(=O)N2CCCCC2)nc2c(c1=O)SCC2
 : -11, -4, -36, 0.5, 3, 0.3, -0.7, -5, 13
> CSc1nc(N)c(C#N)c(-c2ccccc2Cl)c1C#N
 : 2, -17, 25, 3.7, -4, 1.4, 5.2, -9, 10
> N=c1sccn1CC(=O)Nc1ccc(Cl)c(S(=O)(=O)N2CCOCC2)c1
 : -2, -12, -15, 0.0, -13, -0.1, 0.0, -5, 0
> Cc1c(OCC(=O)N(C)c2ccccc2)ccc2c3c(c(=O)oc12)CCC3
 : -9, -8, 7, 5.0, 11, 4.0, 2.4, -18, 10
> O=C(NCc1ccccc1)c1ccc2c(=O)n(CCCN3CCCC3=O)c(=S)[nH]c2c1
 : 5, -6, 10, 0.8, 2, -0.1, 0.7, -10, -1
> O=C(O)c1cccc(COc2cccc3ccccc23)c1
 : 1, -9, -16, 1.8, x, 2.3, 4.3, -9, -5
> CCOC(=O)[C@]12CCCC=C1N(Cc1ccco1)C(=O)[C@H](CC(=O)NCCCN1CCCC1=O)C2
 : -7, x, -6, x, x, 1.0, x, x, 11
> CC(C)(C)c1cc(NC(=O)Nc2ccccc2OC(F)(F)F)no1
 : -19, -19, 1, -0.6, -11, 0.3, -1.0, -6, 3
> CCOC(=O)c1c(C)[nH]c(C2=NNC(=Nc3ccccc3)SC2)c1C
 : -7, x, -1, x, 1, -0.4, x, x, 6
> CC(C)N(C(=O)CSc1n[nH]c(=O)n1CCc1ccccc1)C(C)C
 : -18, -10, 19, 0.6, -12, 3.1, 1.6, -12, -9
> CCc1nnc(NC(=O)CSc2nc3cccnc3n2Cc2ccccc2)s1
 : 12, 3, -1, 1.1, -13, 0.1, -1.4, -10, 1
> CCc1noc(C)c1C(=O)N1CCN(S(=O)(=O)c2cc(C)ccc2C)CC1
 : -9, -5, -5, 1.7, -8, 2.5, 0.1, -10, 2

Rewritten with tabs: part of the list above.
Compound	CHO-K1 Ca antag	OXTR potentiate	TAAR1 antag	V1aR counter	GPR7 antagonist	CHO-K1 Ca ag	OXTR ag	CHO parental Ca	M1 PAM parental
CCn1c(SCC(=O)N2CCCCC2)nc2c(c1=O)SCC2	-11	-4	-36	0.5	3	0.3	-0.7	-5	13
CCOC(=O)c1c(C)[nH]c(C2=NNC(=Nc3ccccc3)SC2)c1C	-7	x	-1	x	1	-0.4	x	x	6

Next part:
The line under a structure holds: CHO-K1 Ca antag, OXTR potentiate, TAAR1 antag, V1aR counter, GPR7 antagonist, CHO-K1 Ca ag, OXTR ag, CHO parental Ca, M1 PAM parental
> Cc1ccc(-c2ccc(CCC(=O)O)n2NC(=O)c2ccc([N+](=O)[O-])cc2)cc1
 : -10, 6, 5, 1.2, -8, -0.1, 1.6, -5, 17
> C=CCOc1ccccc1C1C2=C(CC(C)(C)CC2=O)Nc2c1c(=O)n(C)c(=O)n2C (stereo unspecified)
 : 0, -5, 4, -0.7, -18, 0.4, -0.6, -22, 2
> COc1cccc(OCC(O)CN2CCN(C(c3ccccc3)c3ccccc3)CC2)c1 (stereo unspecified)
 : -7, -11, -29, 1.6, x, 0.7, -2.5, -13, 15
> CC(=O)Nc1ccc(-c2ccnc3c2CC(C)(C(=O)NCc2ccc(F)c(F)c2)O3)cc1 (stereo unspecified)
 : 2, x, -9, x, x, -1.0, x, x, 2
> CC(=O)c1cc(CN2CCN(CCC(C)C)C(CCO)C2)cs1 (stereo unspecified)
 : -9, -2, -4, -0.3, -4, 1.7, 0.1, -25, 24
> COc1ccc(NC(=O)CSc2nc(N)c3cc4c(nc3n2)CC(C)(C)OC4)cc1
 : -14, 0, -6, 0.7, 11, 1.3, -1.4, -32, -13
> CCCC(=O)Nc1nnc(CCN2CCCCC2)s1
 : -2, -5, -5, 0.0, 0, 0.1, 0.6, -8, 0
> CC(C)C[C@H](NC(=O)N1CC(=O)Nc2ccccc21)C(=O)N[C@@H](Cc1ccccc1)C(=O)O
 : 5, -6, 16, -0.3, -4, 0.0, 0.2, -10, -5
> Cc1ccccc1Cc1c(C)nc2c(C(=O)NCc3ccc4c(c3)OCO4)cnn2c1C
 : -11, 1, -1, 0.0, 6, 0.2, -0.7, -20, 4
> CN1CCCN(S(=O)(=O)c2ccccc2)CC1
 : -15, -4, -3, 1.1, 5, 0.6, 0.2, -7, -11
> c1ccc2cc(OCCN3CCCC3)ccc2c1
 : -7, -3, -9, 2.1, 8, 3.1, 1.1, 0, 15
> CCOc1ccc(Cn2c3ccc(OC)cc3c3nc4ccccc4nc32)cc1
 : -3, 3, 10, 0.8, -9, 2.0, -0.5, 1, 25
> COc1ccccc1N(C(=O)c1snc(C(N)=O)c1N)C(C(=O)NC1CCCCC1)c1cccc(OC)c1OC (stereo unspecified)
 : -19, -26, -15, -0.2, 3, 0.0, -1.1, -41, 14
> CCc1noc(C)c1C(=O)N1CCCSC1=Nc1ccccc1OC
 : 5, 2, -2, 0.1, x, 0.4, -1.2, -11, -5
> O=C(Nc1ccc(O)cc1C(=O)O)c1cccs1
 : -15, -2, 6, 0.8, 17, 0.7, -0.4, -1, 22

Whole records from above. Order of values: CHO-K1 Ca antag, OXTR potentiate, TAAR1 antag, V1aR counter, GPR7 antagonist, CHO-K1 Ca ag, OXTR ag, CHO parental Ca, M1 PAM parental
`CCc1nnc(NC(=O)CSc2nc3cccnc3n2Cc2ccccc2)s1` is listed with 12, 3, -1, 1.1, -13, 0.1, -1.4, -10, 1
`CC(=O)Nc1ccc(-c2ccnc3c2CC(C)(C(=O)NCc2ccc(F)c(F)c2)O3)cc1` (stereo unspecified) is listed with 2, x, -9, x, x, -1.0, x, x, 2

Continuation:
The line under a structure holds: CHO-K1 Ca antag, OXTR potentiate, TAAR1 antag, V1aR counter, GPR7 antagonist, CHO-K1 Ca ag, OXTR ag, CHO parental Ca, M1 PAM parental
> COCCCNC(=O)CNC(=S)N(Cc1ccccc1F)C1CCCCC1
 : -4, 2, 16, -0.4, -2, -0.4, -1.7, -20, -9
> Nc1ccc(N)c(C(=O)O)c1
 : -1, -6, x, 0.2, x, 1.1, 0.5, 12, 15
> CCOC(=O)C1=C(C)Nc2sc(C(=O)c3ccc(C)cc3)c(N)c2C1c1ccc(C(=O)OC)cc1 (stereo unspecified)
 : 11, -9, -16, 1.0, -2, -0.3, -0.1, -24, -7
> Cc1cccc2nc(CSc3nnc(N)s3)cn12
 : 3, 5, -14, -0.1, -10, -0.2, -0.1, -11, 7
> COc1ccc(NC(=O)N(C)[C@H]2C[C@H]3c4[nH]c5ccccc5c4CCN3C[C@H]2[C@H](C)O)cc1
 : -7, x, -20, x, x, -0.6, x, x, -8
> CN(C)CCCn1c(NC(=O)C2CCCCC2)nc2ccccc21
 : -30, -3, -18, 0.9, -2, 0.6, 0.5, -9, 16
> C=CCSc1nnc(-c2nnc(SCC=C)n2-c2ccccc2)n1-c1ccccc1
 : 2, 4, 14, -1.0, 19, -0.1, -2.1, -17, 4
> O=C1c2ccccc2C(=O)N1CC1c2ccccc2CCN1C(=O)CN1CCOCC1 (stereo unspecified)
 : 7, 1, 1, 1.1, -6, 1.2, 1.2, -14, 7
> CNc1ccccc1-c1nc2ccccc2n(C)c1=O
 : -4, -6, -25, -1.6, -2, -0.5, -2.8, -6, 13
> O=C(CCSCc1ccc(Cl)cc1)NCc1ccco1
 : -2, 2, -6, -0.7, -12, 3.5, -1.2, -6, 10
> CCc1nnc(NC(=O)CSCc2cc(=O)n3nc(C)sc3n2)s1
 : 10, 0, -12, 0.4, -9, 0.0, -0.2, -11, -11
> COc1ccccc1NC(=O)N(CCN1CCOCC1)Cc1cc2cc(C)cc(C)c2[nH]c1=O
 : -6, -5, -16, 0.3, 3, 0.4, -0.3, -30, 12
> O=C(CSc1ncn(-c2ccccc2)n1)c1cccs1
 : 1, -1, 11, 0.1, 0, 0.6, 0.5, -4, -1
> CSCc1cc(N2CCOCC2)nc(-c2ccccc2)n1
 : 5, -3, 1, -0.9, -11, 0.2, -1.3, -20, -3
> c1ccc(CSc2nnc(-c3ccccc3)c(-c3ccccc3)n2)cc1
 : -7, -11, 6, 0.3, x, -0.1, 0.3, -20, 21
> CCN1C(=NCc2ccc(OC)cc2)N[C@@H](c2ccccc2)[C@H](C(=O)OC)[C@H]1C
 : -7, 1, 4, -0.1, x, 0.0, 1.1, -2, -4
> CCOc1ccc(C2=Nc3ccccc3C(c3ccc(N4CCOCC4)cc3)=NN2)cc1
 : -10, 1, 10, -0.9, 17, 0.7, -1.0, -10, 21
> O=C(NN1C(=O)C2C3C=CC(O3)C2C1=O)c1ccncc1 (stereo unspecified)
 : -4, -7, 1, 1.3, -9, 0.4, 1.5, 5, 13
> COc1ccc(NC(=S)N(CCc2ccncc2)C(C)C)cc1Cl
 : -5, x, 9, x, x, 2.0, x, x, -4
> CN(Cc1cn(-c2ccccc2)nc1-c1cc2ccccc2o1)C(=O)CCC(=O)O
 : -13, -16, 7, 4.1, 18, 1.2, 3.4, -8, 30
> C[C@@H]1CN([C@@H](C)CO)S(=O)(=O)c2ccc(Br)cc2O[C@H]1CN(C)Cc1ccccn1
 : 22, x, 22, x, x, 2.7, x, x, 4

Retrieved one by one from the entries so far:
The line under a structure holds: CHO-K1 Ca antag, OXTR potentiate, TAAR1 antag, V1aR counter, GPR7 antagonist, CHO-K1 Ca ag, OXTR ag, CHO parental Ca, M1 PAM parental
> C=CCOc1ccccc1C1C2=C(CC(C)(C)CC2=O)Nc2c1c(=O)n(C)c(=O)n2C (stereo unspecified)
 : 0, -5, 4, -0.7, -18, 0.4, -0.6, -22, 2
> CCc1noc(C)c1C(=O)N1CCCSC1=Nc1ccccc1OC
 : 5, 2, -2, 0.1, x, 0.4, -1.2, -11, -5

Compound activity deposited in PubChem BioAssay by The Scripps Research Institute Molecular Screening Center.
